PPARg SRC-1 ag – PPARgamma agonists recruiting SRC-1 coactivator, primary screen, biochemical. PPARgamma-SRC-1 coactivator recruitment biochemical assay. activation, % at 8 µM. 0.41% of 200,000 active. AID 631, 2007; in the data active means activation above about 19%;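 further: 0% = DMSO and 100% = reference agonist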
Target sequence (P37231 whole entry, looked up): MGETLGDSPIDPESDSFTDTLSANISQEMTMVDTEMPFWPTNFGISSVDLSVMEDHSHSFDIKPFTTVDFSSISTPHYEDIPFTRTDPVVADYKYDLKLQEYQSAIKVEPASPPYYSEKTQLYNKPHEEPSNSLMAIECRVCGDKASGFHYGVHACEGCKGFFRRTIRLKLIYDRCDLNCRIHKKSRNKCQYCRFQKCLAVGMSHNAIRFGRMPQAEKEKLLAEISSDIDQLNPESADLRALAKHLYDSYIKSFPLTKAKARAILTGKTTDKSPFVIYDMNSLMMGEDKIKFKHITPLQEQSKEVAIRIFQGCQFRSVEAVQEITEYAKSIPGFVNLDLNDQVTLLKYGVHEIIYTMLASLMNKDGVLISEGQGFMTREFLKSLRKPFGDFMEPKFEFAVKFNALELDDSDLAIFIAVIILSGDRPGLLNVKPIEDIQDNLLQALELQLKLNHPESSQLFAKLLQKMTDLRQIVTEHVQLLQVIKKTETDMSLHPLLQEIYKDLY
TR-FRET SRC-2 ct – TR-FRET signal artefacts, primary screen, artefact control for PPARgamma SRC-2 agonist project, biochemical; TR-FRET artefact counter-screen; active compounds read high; TR-FRET ratio at 8 µM; 0.4% of 200,000 active; AID 1049, 2008; in the data active means TR-FRET ratio above about 2000; further: inactives centre near 1500
S1P3 antag – S1P3 receptor antagonists, primary screen, cell-based | CHO S1P3 NFAT-BLA reporter, FRET fluorescence, antagonist mode | inhibition, % at 4.98 µM | 0.27% of 170,000 active | AID 485, 2006;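 active means inhibition above the plate cutoff, the mean inhibition of test wells on that plate plus 3 SD, cut at about 28% in these data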;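 further: cells challenged with S1P at its EC80 of 0.8 µM; blue over green emission ratio from cleaved BLA substrate after 4 h stimulation; 0% = S1P-stimulated wells and 100% = unstimulated DMSO-only wells; some compounds past the cut are filed as inactive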
DTT redox prof – compounds producing H2O2 with reducing agent – biochemical, NIH compound library profiling, artefact control for MLSCN library redox annotation, primary screen. activation, % at 10 µM. 0.03% of 200,000 active. DTT-dependent redox cycling H2O2, phenol red/HRP absorbance; 100% = 100 µM peroxide control, 0% = buffer;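 active means activation of at least 50% relative to the plate's high and low controls in the primary single-dose screen; inactive means activation below 50%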;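 further: compound incubated with DTT at 0.8 mM final as the reducing agent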
ROMK mod – ROMK potassium channel modulators, primary screen, cell-based, thallium flux, MLSMR library | ATP-sensitive inward rectifier potassium channel 1 (Homo sapiens), P48048 | Tet-inducible ROMK, thallium flux fluorescence; actives lie on both sides | B-score at 10 µM | 2% of 130,000 active;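 active means signal ratio slope over the read window, or its plate-corrected B-score, at least 3 SD from the plate mean, either direction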;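 further: B-score of the F/F0 ratio slope over 7 to 12 s after thallium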
Target sequence (P48048 whole entry, looked up): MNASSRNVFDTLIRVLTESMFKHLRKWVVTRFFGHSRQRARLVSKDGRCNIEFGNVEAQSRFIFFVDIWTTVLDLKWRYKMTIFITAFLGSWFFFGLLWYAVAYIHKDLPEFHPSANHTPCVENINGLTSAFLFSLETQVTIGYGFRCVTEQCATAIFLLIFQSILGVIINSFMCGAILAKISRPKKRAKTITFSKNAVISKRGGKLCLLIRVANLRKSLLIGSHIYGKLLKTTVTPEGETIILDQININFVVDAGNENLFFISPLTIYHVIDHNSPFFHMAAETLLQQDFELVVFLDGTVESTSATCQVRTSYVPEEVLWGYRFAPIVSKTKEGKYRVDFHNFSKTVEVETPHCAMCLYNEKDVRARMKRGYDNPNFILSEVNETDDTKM
PPARg SRC-3 ag – PPARgamma agonists recruiting SRC-3 coactivator, primary screen, biochemical. biochemical PPARgamma/SRC-3 coactivator recruitment assay. Peroxisome proliferator-activated receptor gamma (Homo sapiens), P37231. 0.26% of 200,000 active. activation, % at 8 µM; in the data active means activation above about 23%;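 further: 0% = DMSO and 100% = reference agonist; some compounds past the cut are filed as inactive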
PPARg SRC2 recr – agonists of PPARg-SRC-2 recruitment, primary screen, biochemical, HTS; Peroxisome proliferator-activated receptor gamma (Homo sapiens), P37231; PPARgamma LBD-SRC-2 recruitment; activation, % at 8 µM; 0.34% of 200,000 active; AID 1032, 2008; in the data active means activation above about 22%;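 further: 0% = vehicle and 100% = reference agonist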
bIAP inhibitor – bovine intestinal alkaline phosphatase inhibitors, primary screen, selectivity assay for TNAP inhibitor project, biochemical, bovine IAP, CDP-star luminescence. alkaline phosphatase, intestinal [Bos taurus]. AID 1019, 2008. inhibition, % at 20 µM. purified bovine IAP, 30 min. 190,000 tested, under 10 active;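 active means over 50% inhibition of intestinal alkaline phosphatase at 20 µM in the single-dose screen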
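System: Purified bovine intestinal alkaline phosphatase (IAP) enzyme | Input: IAP diluted 1/65,000,000 in the well | Also added: CDP-star chemiluminescent phosphatase substrate, 30 µM final | Dosing: 20 µM single dose | Times: Enzyme reaction for 30 min at room temperature | Detection: Luminescence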
bIAP activator – bovine intestinal alkaline phosphatase activators, primary screen, biochemical, bovine IAP, CDP-star luminescence. activation factor at 20 µM. purified bovine IAP, 30 min; active compounds read high; fold of DMSO-control signal, blank-subtracted. 0.17% of 200,000 active;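 active means activation factor of 2 or more at 20 µM, a signal rise over negative controls twice the positive control's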
TLR4 MyD88 comp – inhibitors of TLR4-MyD88 association in cells, primary screen, cell-based, HeLa CL3-4, BLA complementation, FRET ratio; 0.18% of 200,000 active; HeLa CL3-4 TLR4/MyD88 BLA complementation; Toll-like receptor 4 (Homo sapiens) + Myeloid differentiation primary response protein …; inhibition, % at 8.4 µM; AID 861, 2007; in the data active means inhibition above about 25%;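 further: 0% = vehicle and 100% = reference inhibitor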
L major viab – Leishmania major promastigote growth inhibition, primary screen; Leishmania major promastigotes, resazurin fluorescence viability; inhibition, % at 10 µM; 9% of 200,000 active; in the data active means inhibition above about 50%;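 further: promastigotes grown with compound for 44 hours at 28 °C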
An asterisk follows results filed as active; nt = no result given.

The first 2 compounds (preview)
Molecule	PPARg SRC-1 ag	TR-FRET SRC-2 ct	S1P3 antag	DTT redox prof	ROMK mod	PPARg SRC-3 ag	PPARg SRC2 recr	bIAP inhibitor	bIAP activator	TLR4 MyD88 comp	L major viab
COc1ccc(Nc2nc(NCc3ccco3)nc(N/N=C/c3ccccc3Cl)n2)cc1	2	1498	0	0.7	nt	-2	-1	17	0.8	7	10
CN(C)S(=O)(=O)Oc1ccc(Cl)cc1C(=O)Nc1cccc(C(F)(F)F)c1	-10	1705	nt	1.8	nt	-3	-4	0	1	7	1

Main list (from the top)
Molecule	PPARg SRC-1 ag	TR-FRET SRC-2 ct	S1P3 antag	DTT redox prof	ROMK mod	PPARg SRC-3 ag	PPARg SRC2 recr	bIAP inhibitor	bIAP activator	TLR4 MyD88 comp	L major viab
COc1ccc(Nc2nc(NCc3ccco3)nc(N/N=C/c3ccccc3Cl)n2)cc1	2	1498	0	0.7	nt	-2	-1	17	0.8	7	10
CN(C)S(=O)(=O)Oc1ccc(Cl)cc1C(=O)Nc1cccc(C(F)(F)F)c1	-10	1705	nt	1.8	nt	-3	-4	0	1	7	1
Cc1cccc(NC(=O)c2ccc3ccccc3n2)n1	3	1574	16	-2.4	0.03	1	10	12	0.9	16	-12
Cc1ccc(S(=O)(=O)N2CCC(=O)N(CCOCc3ccc(Cl)cc3)CC2)cc1	2	1399	-5	-0.8	-0.12	3	4	-2	1	0	-3
O=C(N/N=C/c1ccc(Br)s1)Nc1ccccc1	6	1557	1	0.8	0.44	2	-2	-8	1.1	1	0
O=C(N/N=C/c1cccc([N+](=O)[O-])c1O)c1cccs1	6	1702	6	0.5	nt	6	-2	nt	0.3	5	13
COc1cc(OC)cc(C(=O)NC2CC3CCC(C2)N3Cc2ccco2)c1 (stereo not drawn)	2	1518	-10	2.0	-1.5	-5	8	8	0.9	1	30
CC(NCc1ccccc1O)c1ccccc1 (stereo not drawn)	7	1743	10	8.6	-0.6	-2	-5	0	1	-1	6
Cc1ccc(SCC2=NNC(=O)C2)cc1	1	1518	nt	0.7	nt	-3	4	-18	1.2	-17	-4
COc1ccc(NC(=O)/C(=C\c2ccncc2)NC(=O)c2ccccc2)cc1	3	1584	-12	-0.5	-0.19	2	-3	6	0.9	-8	-4
O=C(O)CCc1ccc(-c2ccccc2)n1NC(=O)c1cccs1	0	1444	-10	-0.7	0.084	-2	-2	8	0.9	2	-7
COCCCNC(=O)CC(NS(=O)(=O)c1ccc(OC)cc1)c1ccc(OC)cc1 (stereo not drawn)	0	1409	1	1.1	-1.6	-15	-10	-3	1	7	-7
CCCN(CCC)CCNc1c(N2CCN(C(=O)OCC)CC2)c(=O)c1=O	-2	1494	-5	3.1	0.07	-9	2	-9	1.1	3	-2
COc1ccc(NC(=O)CC(C(=O)O)N2CCCCC2)cc1 (stereo not drawn)	-6	1511	nt	0.2	-0.86	-3	-5	10	0.9	-10	-3
O=C(NOC(=O)c1ccccc1Cl)c1cccs1	1	1582	nt	-0.1	nt	11	2	10	0.9	-23	1
CCOC(=O)CSc1nc2c(c(=O)[nH]c(=O)n2C)n1C/C=C(/C)Cl	6	1687	3	-0.6	nt	-4	0	9	0.9	2	-1
COc1ccc(OC)c(NC(=O)CSC2=C(C#N)C(c3ccco3)C3=C(CCCC3=O)N2)c1 (stereo not drawn)	5	1309	nt	0.8	-1.1	2	10	-2	1	10	-1
CCCCn1nnc(NC(=O)c2ccco2)n1	5	1671	9	-4.2	nt	3	3	5	1	-4	-8
CCNc1nc(NCC)nc(OCCOC(=O)c2ccccc2)n1	-2	1454	-21	-2.7	nt	-2	-4	-3	1	8	10
COc1cc(C(=O)Nc2cccc(C)c2C)c(Br)c(OC)c1OC	-12	1593	-9	-0.9	-0.012	0	-8	-29	1.3	-8	5
Nc1cc(C(=O)c2ccccc2)ccc1[N+](=O)[O-]	8	1829	-2	-0.9	-0.21	2	6	6	0.9	9	1
COc1ccc(CN2CC(C(=O)NCCCOC(C)C)CC2=O)cc1 (stereo not drawn)	6	1600	nt	2.2	nt	-4	2	-1	1	1	-2
CC(=O)Nc1cnn(Cc2ccc(Br)cc2)c1	2	1469	25	-0.5	nt	3	-3	1	1	-3	-5
COc1ccc(/C=C/C(=O)O)cc1COc1cccc(C)c1	-10	1471	-2	0.3	nt	-3	0	6	0.9	10	-6
CCOC(=O)N1CCC(N2C(=O)c3ccc(C(=O)NCc4ccco4)cc3C2=O)CC1	-1	1699	-14	-0.5	nt	10	6	6	0.9	-9	-6
COc1ccc(/C=C/C(=O)OCC(=O)NCc2cccs2)cc1OC	-6	1363	-19	0.5	1.5	2	-1	0	1	-7	-5
N/C(=N\OC(=O)CCCc1ccccc1)c1ccccn1	4	1681	-1	-0.3	0.17	4	8	23	0.8	-5	-9
CCc1cc2c(=O)c(-c3nc4ccccc4[nH]3)coc2cc1OC(=O)N1CCOCC1	-13	1443	nt	-4.2	-0.037	-1	2	-8	1.1	0	1
COC(=O)c1cn(-c2ccc(Cl)cc2)c(=O)c2ccccc12	-2	1396	nt	0.1	-0.78	1	-1	6	0.9	-1	58*
Fc1ccc(OCc2nn3cnnc3s2)cc1	8	1572	4	-1.4	0.89	2	0	8	0.9	14	-10
O=C(CC12CC3CC(CC(C3)C1)C2)N1CCOCC1	-2	1544	-7	0.4	nt	-7	1	6	0.9	7	-4
O=C(O)Cn1nc(C(F)(F)F)c2c1CCCC2	0	1520	-6	-0.4	0.29	-2	5	-11	1.1	5	-8
Cc1ccc(NS(=O)(=O)c2ccc(N3C(=O)CCC3=O)cc2)cc1	-2	1721	nt	1.1	-0.6	1	6	10	0.9	9	-2
O=C(NCc1ccco1)c1ccc(OCC2CCCO2)cc1 (stereo not drawn)	5	1651	-20	-1.2	nt	2	-1	4	1	-7	-2
O=C(Nc1ccc2oc(-c3cccnc3)nc2c1)c1cccnc1	9	1694	18	0.9	-5.1*	-2	11	9	0.9	7	6
Cc1cccc(NC(=O)CSc2nnc(CSc3nc(C)cc(C)n3)n2Cc2ccco2)c1	4	1516	-15	1.5	-2.2	-1	2	-8	1.1	-1	2
Cn1c(CN2CCCCC2)nc2cc(NS(=O)(=O)c3ccc(Cl)cc3)ccc21	-1	1521	21	-3.0	-0.1	0	0	3	1	4	66*
CC(=O)Cc1nsc(NC(=O)c2cn(-c3ccccc3)nc2-c2ccc(Br)cc2)n1	5	1444	nt	0.8	nt	7	5	0	1	-7	-1
Cc1ccc(-c2csc(=S)n2CC(=O)OCC(=O)NCc2ccco2)cc1	12	1653	-26	-1.3	-0.58	9	12	10	0.9	-3	18
CCCC(C)NC(=O)c1cc(C(=O)OC)cc([N+](=O)[O-])c1 (stereo not drawn)	2	1773	3	-0.7	0.25	2	11	2	1	-7	0
CSc1c(C#N)sc(=S)n1-c1ccc(C)cc1	6	1476	-4	-0.7	-0.062	1	-12	16	0.8	-22	27
CC(OC(=O)c1ccccc1Br)C(=O)Nc1nc(-c2cccc([N+](=O)[O-])c2)cs1 (stereo not drawn)	0	1536	-5	0.6	nt	-1	-2	27	0.7	-7	2
CCn1c(C(Cc2ccccc2)NC(=O)COC)nc2ccccc21 (stereo not drawn)	-6	1423	3	-0.3	nt	-5	-1	5	0.9	-2	0
CCOc1ccc(C2=Nc3ccccc3C(c3ccc(N4CCOCC4)cc3)=NN2)cc1	1	1392	nt	-2.7	nt	11	-3	10	0.9	-5	63*
CC(C)(C)OC(=O)N1CCOCCOCCNCCOCCOCC1	7	1573	nt	0.9	nt	-1	8	-2	1	-8	-4
O=[N+]([O-])c1cc(/C=N/Nc2nc3ccccc3[nH]2)c(O)cc1O	12	1684	3	1.6	nt	6	10	30	0.7	1	99*
COC(=O)c1c(NC(=O)CSc2nnc3ccccn23)sc2c1CCC2	-2	1710	-12	0.1	0.095	1	-6	7	0.9	0	56*
Nc1ncnc(Oc2ccccc2F)c1[N+](=O)[O-]	7	1513	3	1.1	-0.047	4	10	-2	1	-1	-1
O=C(CC1SC(=O)NC1=O)Nc1ccc(Cl)cc1 (stereo not drawn)	-2	1565	9	-0.4	0.18	-1	-2	2	1	11	10
c1csc(C(c2nnnn2C2CCCC2)N2CCOCC2)c1 (stereo not drawn)	-5	1547	6	0.5	1.5	-4	1	-11	1.1	1	-1
COc1ccc(CCNc2ncnc3[nH]ncc23)cc1OC	-5	1181	-2	1.1	nt	-6	-2	-68	1.7	7	5
COc1ccc(-n2c(SCC#N)nnc2-c2cccnc2)cc1	0	1705	-2	-0.3	0.14	5	14	5	1	2	-3
CCOC(=O)C(CCC#N)(CCC#N)C(=O)OCC	-6	1558	-18	-0.2	nt	-12	1	7	0.9	15	1

Compound activity: PubChem BioAssay, several laboratories
